# Screening data deposited in PubChem by National Center for Advancing Translational Sciences (NCATS).
# 3T3 cytotox = kills NIH 3T3 cells; NIH 3T3 viability, CellTiter-Glo ATP luminescence, 48-72 h; Potency, µM (doses to about 96.7 µM), inactives show at the highest dose activity change, negative = cytotoxicity, actives largely listed as inhibitors; 4.3% of 94,000 active; AID 1345082; further: potency means the concentration at half of the fitted maximal effect; nearly all actives have a fitted effect of over 55% in size
#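 ATP-dependent luminescence (CellTiter-Glo) served as the viability signal for NIH 3T3 cells treated with compound for 48 or 72 hr at 37 °C.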
# IP6K1 inhibitor = IP6K1 kinase inhibition; activity change, % (series mostly up to about 58 µM); IP6K1 kinase, ADP-Glo luminescence, 2 h; hits give low values; Q92551; 0.81% of 140,000 active; in the data active means activity change below about -25%
# Target sequence (Q92551 whole entry, looked up): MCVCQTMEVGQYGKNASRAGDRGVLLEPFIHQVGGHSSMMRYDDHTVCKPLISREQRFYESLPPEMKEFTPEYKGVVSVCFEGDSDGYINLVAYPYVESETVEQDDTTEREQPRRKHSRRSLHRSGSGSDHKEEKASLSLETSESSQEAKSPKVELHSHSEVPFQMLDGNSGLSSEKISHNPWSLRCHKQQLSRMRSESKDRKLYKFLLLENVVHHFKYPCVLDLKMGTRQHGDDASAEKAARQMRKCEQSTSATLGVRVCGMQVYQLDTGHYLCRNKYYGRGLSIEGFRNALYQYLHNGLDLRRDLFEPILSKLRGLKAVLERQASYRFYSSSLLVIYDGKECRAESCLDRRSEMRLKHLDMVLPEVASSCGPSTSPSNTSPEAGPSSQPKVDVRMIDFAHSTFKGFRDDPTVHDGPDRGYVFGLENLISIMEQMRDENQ
#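 ADP-Glo luminescence measures ADP made by human IP6K1 during a 2 h RT reaction with ATP/IP6 (mix at 1.3 mM/130 uM); top library doses 57.5 and 19.1 uM final.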
# GPT2 inhibitor = blocks human glutamate pyruvate transaminase 2. Q8TD30. Recombinant GPT2, coupled pyruvate oxidase/HRP Amplex Red fluorescence. Potency, µM (highest dose often 57.7 µM), for inactives: at the highest dose activity change, negative = inhibition, actives largely listed as inhibitors. 0.25% of 100,000 active; further: potency means the concentration at half of the fitted maximal effect; nearly all actives have a fitted effect of over 60% in size; many of its hits are not listed in these tables
#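 Inhibition is scored from Amplex Red fluorescence generated when pyruvate oxidase and HRP act on pyruvate released by GPT2. Reactions contain 10ng/uL enzyme, 250uM a-KG and 2mM L-alanine and run 30 min at room temperature.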
# SNCA expr inhib = inhibitors of alpha-synuclein (SNCA) gene expression | HEK-293 SNCA-luciferase knock-in, luminescence, 24 h | Potency, µM (series often up to 57.2 µM), for the others: at the highest dose activity change, negative = inhibition, usual class: inhibitors | 0.17% of 140,000 active;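 further: potency means the concentration at half of the fitted maximal effect; plate controls were DMSO cells for no effect and cell-free wells for full effect; nearly all actives have a fitted effect of over 45% in size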
# HEK cytotox = HEK 293 cell cytotoxicity; HEK 293 viability, ATP luminescence (CellTiter-Glo), 48-72 h; 6.6% of 94,000 active; Potency, µM (series often up to 115 µM), for the others: at the top dose activity change, negative = cytotoxicity, hits mostly inhibitors; further: potency means the concentration at half of the fitted maximal effect; nearly all actives have a fitted effect of over 60% in size
#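 Pintool-delivered compounds were incubated with HEK 293 cells (250 cells/well) at 37 degree Celsius for 48 or 72 hr. ATP-dependent luminescence (CellTiter-Glo) then reported remaining viable cells.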
# HEK293 viab = reduces viability of HEK-293 SNCA reporter cells. 0.12% of 150,000 active. HEK-293-SNCA-luc viability, GF-AFC fluorescence, 24 h. Potency, µM (series often up to 57.1 µM), for the others: at the highest dose activity change, negative = cytotoxicity, actives largely listed as cytotoxic;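 further: potency means the concentration at half of the fitted maximal effect; 0% = DMSO-treated cells and -100% = medium-only wells without cells; nearly all actives have a fitted effect of over 30% in size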
#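 Cytotoxicity counterscreen: after 24 h compound treatment of genome-edited SNCA-luciferase HEK-293 cells, live-cell protease substrate GF-AFC read by fluorescence after 30 min; activity scaled between DMSO (0%) and medium-only (-100%), curves Hill-fitted.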
# Luciferase inh = inhibitors of firefly (Photinus pyralis) luciferase. 2.5% of 76,000 active. purified P. pyralis luciferase, luminescence, biochemical. P08659. Potency, µM (top dose mostly 115 µM), inactives show top-dose activity change, negative = inhibition, actives largely listed as inhibitors; further: potency means the concentration at half of the fitted maximal effect; nearly all actives have a fitted effect of over 65% in size
# Target sequence (P08659 whole entry, looked up): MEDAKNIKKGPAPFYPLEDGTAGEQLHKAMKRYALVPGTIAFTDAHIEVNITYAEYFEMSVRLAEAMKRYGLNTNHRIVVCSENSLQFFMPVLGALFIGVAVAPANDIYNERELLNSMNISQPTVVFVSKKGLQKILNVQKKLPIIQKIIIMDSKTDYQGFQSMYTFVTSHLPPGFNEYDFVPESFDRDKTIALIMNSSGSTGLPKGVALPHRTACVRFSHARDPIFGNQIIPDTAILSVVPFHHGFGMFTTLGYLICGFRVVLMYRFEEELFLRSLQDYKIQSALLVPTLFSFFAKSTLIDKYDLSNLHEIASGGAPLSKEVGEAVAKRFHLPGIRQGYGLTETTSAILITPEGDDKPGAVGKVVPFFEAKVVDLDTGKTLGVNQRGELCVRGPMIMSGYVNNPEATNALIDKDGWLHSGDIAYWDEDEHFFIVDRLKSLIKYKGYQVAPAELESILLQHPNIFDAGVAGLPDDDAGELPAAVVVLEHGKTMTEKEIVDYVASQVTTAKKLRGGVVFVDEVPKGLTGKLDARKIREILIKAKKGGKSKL
#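 Purified 10nM P. pyralis luciferase with 10uM D-luciferin and 10uM ATP in 50mM Tris acetate pH 7.5, 10mM Mg acetate, 0.01% Tween-20, 0.05% BSA. qHTS titration; luminescence read by CCD imager.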
# * hit, by the source's call; i = inactive; ? = inconclusive; nt = no result given; [ ] = dose if it differs, or a comment. Unless noted, the call rests on the fitted dose curve; in most records, active means well fitted curve in the direction sought with a large enough effect; inconclusive means small, poorly fitted or top-dose-only effect, or another doubt; inactive means no such curve, though single readings can be large; an effect the other way counts as inactive or inconclusive. Unless noted, on the % scale 0 is the no-effect control and ±100 the full control effect. The list is partial, so the mix of outcomes need not match the whole.
# Second line of a record: 3T3 cytotox | IP6K1 inhibitor | GPT2 inhibitor | SNCA expr inhib | HEK cytotox | HEK293 viab | Luciferase inh
> CS(=O)(=O)N1CCN(S(=O)(=O)c2ccccc2)C[C@H]1C(=O)N[C@@H](CC1CCCCC1)C(N)=O
  ? | -7 | i | 6% | i | -5% | 2%
> COc1cccc(/C=C(\C#N)C(=O)Nc2ccc(NC(C)=O)cc2)c1OC
  nt | 15 | nt | 37%[activator] | nt | 15% | nt
> O=C(c1cccc(F)c1)N1CCN(C(=O)c2nnn3c2COC(c2ccccc2)C3)CC1 (stereo not drawn)
  -30% | -7 | i | -20% | ? | -7% | -14%
> COC(=O)c1cccc(NC(=O)c2c(OC)cc(=O)n3c2CCCC3)c1
  -23% | -13 | -1% | 48%[activator] | -10% | 7% | -1%
> CN1C[C@@H](NC(=O)c2ccc(F)cc2)C[C@H]1c1nc(-c2ccc(OC(F)(F)F)cc2)no1
  ? | -14 | i | 5% | ? | 2% | 11%
> Cc1ccc(N2CC(c3noc(-c4ccsc4)n3)CC2=O)cc1 (stereo not drawn)
  ? | -13 | i | 13% | ? | -5% | -13%
> COc1ccc(C(=O)N2CCC3(CC2)NC(=O)N(Cc2ccccc2)C3=O)c(OC)c1
  i | 4 | -2% | -3% | 4% | 12% | 19%
> COc1ccc(Oc2ncnc3c2oc2ccccc23)cc1
  nt | 18 | nt | 185%[activator] | nt | 1% | nt
> CNC(=O)c1ccc(CC2CCN(C(C)=O)CC2)cc1
  -27% | -6 | -8% | 13% | -26% | -3% | 1%
> Cc1noc(C2CCCCCN2C(=O)Nc2cccc(F)c2)n1 (stereo not drawn)
  -5% | 12 | i | 1% | i | -1% | -8%
> CCCC1C=CCN1C(=O)c1coc(CN2CCN(c3ccccc3F)CC2)n1 (stereo not drawn)
  ? | 29 | -6% | -7% | ? | -21% | 0%
> O=C(Nc1ccc(F)cc1F)C1CCCN1S(=O)(=O)c1cccc2nsnc12 (stereo not drawn)
  nt | -19 | nt | -16% | nt | 1% | nt
> COc1ccc(S(=O)(=O)N2CC[C@H](CNC(C)=O)[C@H](N(C)C)C2)cc1
  1% | 6 | i | 27% | 4% | -13%[12.5 µM] | 1%
> CCc1ccccc1NC(=O)CSc1nc(-c2cccc(Cl)c2)nc2c1Cc1c(CO)cnc(C)c1O2
  nt | 17 | nt | -11% | nt | 8% | nt
> CC(=O)c1ccc(NS(=O)(=O)c2ccc(-c3cc(C)no3)s2)cc1
  nt | 4 | nt | -28% | nt | 18% | nt
> N#Cc1cccc(CN[C@H]2[C@H](O)[C@H](O)C[C@@H]2c2ccc(C(F)(F)F)nc2)c1
  -19%[174 µM] | 3 | 2%[88.5 µM] | 1%[87.6 µM] | -12%[172 µM] | ? | -14%[172 µM]
> O=C(Cn1cccc1C(=O)c1ccccc1)NCc1ccc(Cl)cc1
  nt | 9 | nt | 22% | nt | 10% | nt
> CCOc1ccc(C(=O)N2CC(C(=O)NC3CCCCC3)C3(CCOCC3)C2)cc1 (stereo not drawn)
  -5% | 20 | i | -2% | 4% | 5% | 5%
> CN(Cc1cn(-c2ccccc2)nn1)Cc1nnc(-c2ccccc2)o1
  -17% | 29 | -23% | -18% | -7% | -11% | -3%
> O=C(NCc1cccs1)C1CN(C2CCCCC2)C(=O)N1 (stereo not drawn)
  -10%[138 µM] | 2 | 0%[88.5 µM] | -3%[87.6 µM] | 3%[172 µM] | -3%[12.5 µM] | nt

# Laid out differently: 8 of the compounds above
SMILES,3T3 cytotox,IP6K1 inhibitor,GPT2 inhibitor,SNCA expr inhib,HEK cytotox,HEK293 viab,Luciferase inh
COc1ccc(S(=O)(=O)N2CC[C@H](CNC(C)=O)[C@H](N(C)C)C2)cc1,1%,6,i,27%,4%,-13%[12.5 µM],1%
CCc1ccccc1NC(=O)CSc1nc(-c2cccc(Cl)c2)nc2c1Cc1c(CO)cnc(C)c1O2,nt,17,nt,-11%,nt,8%,nt
CC(=O)c1ccc(NS(=O)(=O)c2ccc(-c3cc(C)no3)s2)cc1,nt,4,nt,-28%,nt,18%,nt
N#Cc1cccc(CN[C@H]2[C@H](O)[C@H](O)C[C@@H]2c2ccc(C(F)(F)F)nc2)c1,-19%[174 µM],3,2%[88.5 µM],1%[87.6 µM],-12%[172 µM],?,-14%[172 µM]
O=C(Cn1cccc1C(=O)c1ccccc1)NCc1ccc(Cl)cc1,nt,9,nt,22%,nt,10%,nt
CCOc1ccc(C(=O)N2CC(C(=O)NC3CCCCC3)C3(CCOCC3)C2)cc1 (stereo not drawn),-5%,20,i,-2%,4%,5%,5%
CN(Cc1cn(-c2ccccc2)nn1)Cc1nnc(-c2ccccc2)o1,-17%,29,-23%,-18%,-7%,-11%,-3%
O=C(NCc1cccs1)C1CN(C2CCCCC2)C(=O)N1 (stereo not drawn),-10%[138 µM],2,0%[88.5 µM],-3%[87.6 µM],3%[172 µM],-3%[12.5 µM],nt

# Later entries.
# Second line of a record: 3T3 cytotox | IP6K1 inhibitor | GPT2 inhibitor | SNCA expr inhib | HEK cytotox | HEK293 viab | Luciferase inh
> COCC(=O)NCC(=O)N1CCCCCNC(=O)CC1c1ccccc1 (stereo not drawn)
  i | -11 | i | -6% | i | 5% | 6%
> Cc1nc2c(c(-c3ccc(Cl)cc3)n1)CCN(C(=O)N(C)C)CC2
  ? | 9 | i | 15% | -16% | 8% | -8%
> Cc1nn2c(c1-c1ccnn1C(C)C)N(C(=O)c1ccc(F)cc1)CCC2
  ? | 14 | -1%[88.5 µM] | 1%[87.6 µM] | i | 2%[87.6 µM] | -3%[172 µM]
> CC(C)c1ccc(NC(=O)Cc2ccc(NC(=O)N3CCCCc4ccccc43)cc2)cc1
  nt | 2 | nt | -21% | nt | 8% | nt
> CCCOc1ccc(CN2CCc3nc(N(C)C)[nH]c(=O)c3CC2)cc1OC
  i | 0 | i | -11% | 9% | 0% | 1%
> CC(=O)c1ccc(NC(=O)c2ncn(-c3ccccc3)n2)cc1
  nt | 14 | nt | 103%[activator] | nt | -5% | nt
> Cc1ncc2n1C(=O)N(C1CCN([S+](=O)([O-])c3cccc(C(F)(F)F)c3)CC1)C2
  -25% | 1 | i | -21% | ? | 9% | 7%
> CCOc1ccc(-c2cc(C(=O)N3CCCC3c3nncn3C(C)C)[nH]n2)cc1 (stereo not drawn)
  i | -6 | i | 3% | 8% | -1% | ?
> Cc1ccc([C@@H]2CN(C(=O)c3c(-c4ccccc4)noc3C)C[C@H]2N(C)C)cc1
  ? | 12 | i | -2% | ? | -3% | -7%
> COC[C@@H]1CN(C(=O)c2ncccc2C)C[C@H]1C(N)=O
  -11% | 8 | -12% | 11% | 3% | 2% | 0%
> COc1ccc(OC)c(S(=O)(=O)NCCS(=O)(=O)N2CCN(c3ccccc3F)CC2)c1
  nt | -4 | nt | -7% | nt | 0% | nt
> O=C1Nc2ccccc2C(O)(c2ccccc2)C1O (stereo not drawn)
  nt | 9 | -4% | nt | nt | -8% | nt
> COc1ccc(-c2nc3c(c(=O)[nH]2)CCN(C(=O)COc2ccc(F)c(F)c2)C3)cc1
  -8% | 30 | i | -14% | -8% | 3% | 7%
> CC(C)CN1C(=O)c2cccn2CC1C(=O)NCc1ccc(OC(C)C)cc1 (stereo not drawn)
  -18% | -4 | i | 24% | -13% | -4% | 0%
> COC(=O)CNC(=O)C1CCN(C(=O)c2ccc(-c3cccc(OC)c3)cc2)CC1
  -4% | 8 | -6% | 9% | ? | -3%[12.5 µM] | nt
> COCCOC1CCOC2(CCN(C(=O)c3ccc(OC)nc3)CC2)C1 (stereo not drawn)
  -2% | 13 | -7% | 17% | -3% | -12%[12.5 µM] | 2%
> Cc1cnc(CCNC(=O)C2CCCC2)n1C1CC1
  -10% | 0 | i | 23% | -4% | 8% | 4%
> O=C1NC(=NC2CCCCC2)C2(CCCN(Cc3ccc(F)cc3)C2)N1c1cc(F)cc(F)c1 (stereo not drawn)
  ? | -8 | i | ? | ? | -18% | nt
> COc1ccc(Nc2ccnc(N3CCCC(C(=O)N4CCCCC4)C3)n2)cc1 (stereo not drawn)
  ? | 6 | i | -19% | ? | ? | nt
> Cc1cccc(OCC2(CNCc3cnn(C)c3)C[C@@H](O)[C@@H](O)C2)n1 (stereo partly drawn)
  1%[174 µM] | -2 | ? | -15%[87.6 µM] | -12%[172 µM] | 1%[87.6 µM] | -1%[172 µM]
> CC(C)(C)CN1CCC2(Cc3ccccc3CNC2=O)C1 (stereo not drawn)
  -5%[138 µM] | -6 | i | -9%[87.6 µM] | -19%[172 µM] | -3%[87.6 µM] | nt
> Cc1csc(Nc2ccc3c(n2)CN(Cc2ccc(F)cc2)C(=O)CO3)n1
  ? | -1 | i | -7%[87.6 µM] | 8.9µM* | ? | -9%[172 µM]
> CN1CCC2(CC1)Cc1ccccc1CN(C(=O)CN)C2
  2%[138 µM] | 0 | i | 2%[87.6 µM] | i | 3%[87.6 µM] | nt
> O=C(Cn1c(=O)oc2cc(S(=O)(=O)NCc3ccccc3)ccc21)N(CCO)Cc1ccccc1
  nt | 5 | nt | 17% | nt | 1% | nt
> O=C(CN1CCN(Cc2ccccc2F)C1=O)NCc1ccccc1
  nt | -10 | nt | ? | nt | -2% | nt
> CCOC(=O)CCNC(=O)N1[C@@H]2CC[C@H]1CC(NC(=O)c1ccc(F)cc1)C2 (stereo partly drawn)
  i | -4 | i | 14% | -2% | -12% | 1%
> COc1ccc(Cn2c(=O)n(-c3ccccc3C)c(=O)c3c4c(sc32)CN(C(C)=O)CC4)cc1
  nt | 20 | nt | ? | nt | ? | nt
> Cc1cccc2c1O[C@H]1[C@H](C(N)=O)CN(C(=O)OCc3ccccc3)[C@@H]21
  ? | 4 | nt | nt | ? | nt | nt
> O=C(NCc1ccccc1F)c1ccc2c(c1)CN(Cc1ccc3c(c1)CCO3)CCO2
  ? | -7 | i | -9% | 28µM* | ? | 6%
> C#CCNC(=O)C[C@@H]1c2nc(NC(=O)c3ccc(OC)cc3)sc2C[C@@H]2[C@](C)(CO)[C@H](O)CC[C@]21C
  ? | -10 | ? | 6% | ? | -4% | -19%
> CCN(C(=O)c1c(C)oc2ncnc(N3CCCCC3)c12)c1cc(C)ccc1C
  nt | 1 | nt | 0% | nt | 8% | nt
> CCn1c(SCC(=O)Nc2cccc(Cl)c2)nnc1-c1nonc1NC(C)=O
  nt | 4 | nt | ? | nt | 5% | nt
> Cc1noc(-c2cccc(OC3CN(C(=O)NCCc4ccccc4)C3)c2)n1
  -30% | -15 | 1% | 0% | ? | -1% | 6%
> CCN(CC)C(=O)c1sc2c(c1C)c(=O)n(-c1ccc(OC)cc1OC)c(=O)n2Cc1cc(C)ccc1C
  nt | -7 | nt | 14% | nt | 5% | nt
> CN(C)c1ccc(C(CNS(=O)(=O)c2cc(F)ccc2F)N2CCOCC2)cc1 (stereo not drawn)
  nt | 5 | nt | 0% | nt | 12% | nt
> CCc1ncc(-c2c(-c3ccccc3)ncn2CCCOc2cccnc2)cn1
  0% | 11 | -3% | -16% | i | 3% | 5%
> O=c1n(CCN2CCCN([S+](=O)([O-])c3ccccc3)CC2)nc2n1CCCC2
  -22% | 15 | nt | nt | -5% | nt | nt
